# Rin1 Abl inh: inhibitors of Rin1-Abl protein binding, primary screen, biochemical, TR-FRET; Tyrosine-protein kinase ABL1 (Homo sapiens) + Ras and Rab interactor 1 (Homo sapiens), …; inhibition, % at 7.35 µM; 360,000 tested, 0.4% active; in the data active = inhibition above about 5%, passing the limit was not always enough
# FAS-TE inh: FAS thioesterase domain inhibitors, primary screen, biochemical, fluorescence intensity, uHTS; Fatty acid synthase (Homo sapiens), P49327; recombinant FAS-TE, OMFH fluorogenic substrate, fluorescence endpoint; inhibition, % at 15 µM; 360,000 tested, 0.67% active; AID 602261, 2012;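 active = compounds whose normalised, plate-corrected inhibition of enzyme fluorescence in the single-dose primary screen is 50% or more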;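 also: 0% = DMSO with enzyme and 100% = substrate without enzyme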
# Neddylation inh: inhibitors of cullin neddylation, primary screen, biochemical, TR-FRET, uHTS, NAE and Ubc12; NEDD8-conjugating enzyme Ubc12 (Homo sapiens) + NEDD8-activating enzyme E1 regulatory …; calls only at 25 µM; 360,000 tested, 0.58% active; AID 651699, 2012; in the data active = inhibition above about 36%
# Tb MetRS inh: T. brucei MetRS inhibitors, primary screen, biochemical, luminescence. methionyl-tRNA synthetase (Trypanosoma brucei brucei). purified T. brucei MetRS, ATP depletion, Kinase-Glo luminescence. inhibition, % at 11.9 µM. 360,000 tested, 0.4% active. AID 624268, 2012;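 active = inhibition above a per-plate cutoff of the control wells' mean inhibition plus 3 SD, cut at about 5.5% in these data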;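 also: 0% = DMSO wells median and 100% = median of wells with control inhibitor compound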
#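 Material – parasite MetRS enzyme · Medium – HEPES-MgCl2-KCl buffer plus DTT, spermine, BSA, pyrophosphatase · Reagent – ATP, methionine and E. coli bulk tRNA substrates · Times – 15 min enzyme-compound preincubation, 2 h reaction, 10 min detection, 25 °C · Measured by – luminescence of leftover ATP · Evaluation – percent inhibition relative to median high and low control wells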
# MsrA act: bovine MsrA enzyme activators, primary screen, biochemical, absorbance, HTS; Methionine sulfoxide reductase A (Bos taurus); purified bovine MsrA, absorbance read-out; activation, % at 10.6 µM; 360,000 tested, 0.3% active; AID 602163, 2012; in the data active = activation above about 7.5%;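 also: 0% = vehicle and 100% = reference activator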
# CSN inh: inhibitors of CSN-mediated cullin deneddylation, primary screen, biochemical, fluorescence polarization, uHTS | COP9 signalosome complex subunit 5 (Homo sapiens), Q92905 | Purified CSN, SCF-Nedd8-OG deneddylation | inhibition, % at 12.5 µM | 360,000 tested, 0.38% active;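 active = pattern-corrected inhibition above about 35%, with an unprinted fluorescence ratio check between 0.5 and 1.5, limit read from the data, passing the limit was not always enough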;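 also: 0% = enzyme with substrate and 100% = substrate without enzyme; some results filed as inactive read as strong as hits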
#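 Material: purified human Csn5 enzyme expressed in HEK293T cells / Medium: Tris buffer pH 7.5, NaCl, DTT, Tween-20, trehalose, ovalbumin / Compound dosing: 12.5 µM single point / Schedule: 90 min incubation of compound, enzyme and substrate at room temperature / Signal: fluorescence polarization of the substrate / Control set: no-enzyme wells high, enzyme-with-substrate wells low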
# MsrA inhibitor: bovine MsrA enzyme inhibitors, primary screen, biochemical, absorbance, HTS | Methionine sulfoxide reductase A (Bos taurus) | purified bovine MsrA, absorbance read-out | 360,000 tested, 0.75% active | inhibition, % at 15.5 µM; in the data active = inhibition above about 4.5%;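 also: 0% = vehicle wells with enzyme and 100% = reference inhibitor wells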
# eLon inh: inhibitors of E. coli Lon protease, primary screen, biochemical, fluorescence polarization; AID 602123, 2011; inhibition, % at 7.94 µM; purified E. coli Lon protease; P0A9M0; 360,000 tested, 0.42% active; in the data active = inhibition above about 13%, passing the limit was not always enough;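 also: 0% = enzyme with probe and DMSO and 100% = no enzyme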
# Target sequence (P0A9M0 whole entry, looked up): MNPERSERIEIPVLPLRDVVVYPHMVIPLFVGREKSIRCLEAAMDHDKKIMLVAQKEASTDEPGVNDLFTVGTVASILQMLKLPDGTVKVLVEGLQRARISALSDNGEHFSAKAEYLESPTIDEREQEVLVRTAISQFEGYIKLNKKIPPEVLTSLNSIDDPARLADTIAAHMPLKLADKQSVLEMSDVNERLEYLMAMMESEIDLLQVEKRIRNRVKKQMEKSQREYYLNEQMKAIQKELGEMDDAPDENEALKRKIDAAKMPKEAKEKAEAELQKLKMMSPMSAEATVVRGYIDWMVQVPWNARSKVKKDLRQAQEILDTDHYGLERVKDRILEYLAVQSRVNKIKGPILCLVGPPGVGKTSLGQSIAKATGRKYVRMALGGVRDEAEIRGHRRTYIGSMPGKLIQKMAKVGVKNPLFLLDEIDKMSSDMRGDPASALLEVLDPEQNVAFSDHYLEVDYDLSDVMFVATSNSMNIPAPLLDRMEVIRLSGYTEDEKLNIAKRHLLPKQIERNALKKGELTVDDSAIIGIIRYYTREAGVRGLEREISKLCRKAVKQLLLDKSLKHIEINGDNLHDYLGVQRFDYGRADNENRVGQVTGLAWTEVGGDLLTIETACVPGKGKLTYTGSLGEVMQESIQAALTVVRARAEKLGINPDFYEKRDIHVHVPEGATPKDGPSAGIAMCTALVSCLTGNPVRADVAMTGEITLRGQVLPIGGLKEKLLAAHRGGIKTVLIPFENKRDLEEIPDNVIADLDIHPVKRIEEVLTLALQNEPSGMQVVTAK
# PABP1 MLLE inh: inhibitors of PABP1 MLLE–PAM2 peptide binding, primary screen, biochemical, fluorescence polarization, FITC-PAM2, GST-MLLE; inhibition, % at 20 µM; 360,000 tested, 0.36% active; AID 588489, 2011; in the data active = inhibition above about 35%, passing the limit was not always enough;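 also: plate controls were DMSO wells with GST-MLLE for no effect and wells lacking GST-MLLE protein for full effect; some results filed as inactive read as strong as hits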
# Numbers without * were called inactive; i = inactive; · = no result given. An unsorted share of the library; any-hit rate near 4%.
SMILES,Rin1 Abl inh,FAS-TE inh,Neddylation inh,Tb MetRS inh,MsrA act,CSN inh,MsrA inhibitor,eLon inh,PABP1 MLLE inh
CCC(=O)Nc1ccc(C(=O)CSc2nnc(CNc3ccc(Cl)cc3)o2)cc1OC,-0.7,-0.9,i,-0.3,-0.5,-0.1,0.3,-0.4,-31.3
C#CCOCCOCCOCCNc1nc(N2CCN(C(=O)[C@H](CCCCN)n3cc(C(N)CC(C)C)nn3)CC2)nc(N2CCN(C(=O)[C@H](CCC(=O)O)n3cc(C(N)[C@H](C)CC)nn3)CC2)n1 (some centres not stated),-1.8,-17.1,i,-0.1,-1.4,5.7,·,-16.8,-7.8
Cc1nnc(NC(=O)c2csc3c2CCC(C)C3)s1 (configuration not stated),0.8,-5.1,i,-0.3,-4.6,-2.5,0.4,14.8,5.7
CCOC(=O)[C@]12CCCC=C1N(Cc1ccc3c(c1)OCO3)C(=O)[C@H](CC(=O)N1CCN(C(=O)C3CC3)CC1)C2,·,-8.2,i,-0.5,-2.1,-4.7,-0.4,-4.7,·
O=C1CSC(c2ccc([N+](=O)[O-])cc2)N1c1ccc(O)cc1 (configuration not stated),-0.8,-1.1,i,3.1,-2.3,-5.5,-0.5,-3.4,7.2
CCN(CCNC(=O)c1cc(C)nn1-c1ccccc1)c1ccccc1,-2.9,5.1,i,-0.4,-1.1,-1.7,1.2,-2.2,9.1
CCOc1ccc(S(=O)(=O)Nc2ccc(C(=O)N/N=C/c3c(C)nn(-c4ccccc4)c3N3CCCC3)cc2)cc1,-1.1,54.6*,·,-0.5,-2.0,-10.8,2.4,-5.9,-3.4
O=C(CCNC(=O)c1ccco1)NCc1ccc(F)cc1,1.6,-6.5,i,-0.4,-2.6,-0.1,-1.3,2.1,1.6
CC(C)Cn1c(CCCNC(=O)c2ccc(F)cc2)nc2ccccc21,-3.5,-6.1,i,-0.5,-0.8,1.3,-0.6,5.6,-5.0
CCOCCCNC(=O)CCn1ccc2cc(S(=O)(=O)N3CCCC3)ccc21,3.4,-0.9,i,-0.4,-6.2,2.7,-1.0,-2.5,4.0
Cc1ccc(-c2nc(CS(=O)CC(=O)NCCCN3CCN(Cc4ccccc4)CC3)c(C)o2)cc1 (configuration not stated),1.5,0.3,i,-1.4,-11.5,-3.1,0.0,5.2,9.2
Cc1nnc(NC(=O)c2ccc(Br)cc2)s1,2.3,-3.8,i,-1.0,-6.5,3.4,0.5,-1.7,-10.4
CCCC(O)(c1ccccc1)C(CN1CCOCC1)c1ccccc1 (configuration not stated),-2.5,1.9,i,0.3,-0.5,-4.2,-1.4,-6.1,-1.3
Cc1cccc(CN2CCC(n3nccc3NC(=O)c3ccccc3C)CC2)n1,2.7,-1.4,i,-0.3,-3.2,-1.6,-1.0,-6.9,-0.2
C/C=C(\C)C(=O)NNC(=O)c1sc(-c2ccccc2)nc1C,0.1,1.6,i,-2.0,-8.6,1.2,0.1,5.7,12.8
CCN(C(=O)c1cc2c(s1)-c1ccccc1S(=O)(=O)C2)c1cc(OC)ccc1OC,-5.4,43.7,i,1.0,-1.9,1.4,3.0,-5.2,8.1
O=C(NCCCN1CCOCC1)c1c(F)c(F)c(F)c(F)c1F,0.8,-4.8,i,-0.2,-3.1,-0.7,0.1,-4.0,-3.5
NS(=O)(=O)c1ccc(CNc2ccc3ccccc3n2)cc1,1.6,-6.0,i,0.5,-2.7,-0.2,2.6,11.7,-2.2
N#Cc1ccccc1NC(=O)CSc1nccn1CCc1ccccc1,-1.8,-0.2,i,0.2,-1.7,-8.3,-0.6,-0.7,-7.5
NC(N)=NC(N)=NCCc1ccccc1,-3.7,-3.0,i,-0.2,-1.7,-4.1,1.6,-0.5,2.5
Cc1oc(-c2cccc(Cl)c2)nc1CN1CCCC(C(=O)NC(C)c2ccc3c(c2)OCCO3)C1 (configuration not stated),-0.2,18.7,i,-0.1,2.3,0.8,-0.9,1.2,-8.1
O=C1[C@@H]2Cc3c([nH]c4ccccc34)CN2C(=O)CN1CCCCCO,-0.2,-0.8,i,0.1,-6.6,0.0,-1.4,-10.3,8.7
Cc1noc(C)c1CSc1nnc(-c2c[nH]c3ccccc23)n1-c1ccc(Cl)cc1,-2.0,-6.8,i,-0.7,-6.6,0.0,-0.1,-3.7,-95.1
O=C(NCC(=O)N1CCN(Cc2ccccc2)CC1)c1ccc(Br)cc1,-2.4,0.0,i,-0.3,5.6,2.5,0.8,-2.6,4.8
COCCCN1C(=O)C(=O)/C(=C(/O)c2ccc(OC)cc2)C1c1cccc(OC)c1 (configuration not stated),2.2,-2.8,i,0.0,-1.4,0.8,2.7,-7.6,-0.7
COc1cc(C)c(Cl)c(C)c1S(=O)(=O)NCc1cccnc1,1.5,-7.5,i,-0.4,-8.7,-4.6,-0.8,-8.1,2.7
Cc1cc(=O)oc2c(C)c(OCC(=O)N3CCN(c4ccc(F)cc4)CC3)ccc12,-4.0,13.0,i,0.2,-3.1,-1.1,1.8,-0.2,-4.9
CC(C)CCN1CC(O)=C(c2nc(-c3ccc(Cl)cc3)cs2)C1=N,-4.8,-2.4,i,-0.6,-3.1,-0.8,-0.4,-9.5,-47.7
COc1ccc(NC(=O)c2c(C)noc2C)cc1S(=O)(=O)N1CCCCC1,2.4,-7.3,i,-0.2,-2.0,7.3,0.0,2.5,4.5
CC(/C=N/O)Cc1ccc2c(c1)OCO2 (configuration not stated),1.9,-3.9,i,-0.7,-6.1,3.5,-0.8,-7.0,6.6

# Copied from the results shown, 2 compounds:
SMILES,Rin1 Abl inh,FAS-TE inh,Neddylation inh,Tb MetRS inh,MsrA act,CSN inh,MsrA inhibitor,eLon inh,PABP1 MLLE inh
COc1ccc(NC(=O)c2c(C)noc2C)cc1S(=O)(=O)N1CCCCC1,2.4,-7.3,i,-0.2,-2.0,7.3,0.0,2.5,4.5
CC(/C=N/O)Cc1ccc2c(c1)OCO2 (configuration not stated),1.9,-3.9,i,-0.7,-6.1,3.5,-0.8,-7.0,6.6

# Next compounds
SMILES,Rin1 Abl inh,FAS-TE inh,Neddylation inh,Tb MetRS inh,MsrA act,CSN inh,MsrA inhibitor,eLon inh,PABP1 MLLE inh
CCOC(=O)C1(Cc2ccccc2)CCN(Cc2ccc(C)s2)CC1,3.3,3.6,i,-0.7,-3.8,0.6,-0.2,-6.3,14.6
C=CC[C@@H]1Cc2c(Br)ccc(Br)c2[C@@H](CC=C)N1,-0.4,10.8,i,-0.7,-1.7,-13.5,0.1,-2.8,-5.3
CC(C)NC(=O)c1c2c(nc3ccccc13)CCCC2,0.3,-6.5,i,-0.8,1.1,1.1,0.3,-6.8,-3.4
OCCCNc1ncnc2scc(-c3ccc(Cl)cc3)c12,-2.6,1.4,i,-0.1,-2.1,3.4,1.0,6.8,2.0
CCCSc1nn2c(=O)c3ccccc3nc2s1,-3.1,-7.2,i,0.1,2.3,-3.3,0.3,0.6,8.4
O=c1ccc(S(=O)(=O)N2CCCC2)cn1Cc1nc(-c2ccc(F)cc2)no1,4.2,4.5,i,-0.5,-0.1,5.5,-0.4,-8.7,-18.1
Cc1ncc([N+](=O)[O-])n1CCOC(=O)NC(NCc1ccccc1Cl)C(Cl)(Cl)Cl (configuration not stated),0.6,1.7,i,-1.1,-10.7,-0.2,1.5,-4.7,15.7
CCn1c(SCc2nc3sc(C(=O)O)c(C)c3c(=O)[nH]2)nnc1-c1ccc(Cl)cc1,-3.2,-5.5,i,-0.1,-1.2,7.5,0.5,-13.0,-47.2
CSCCC(NC(=O)c1ccc(Cl)cc1)C(=O)OCC(=O)c1ccc[nH]1 (configuration not stated),-3.9,-2.5,i,0.9,-1.3,-1.0,-0.2,-1.2,-12.3
COCc1cc(C)nc(OCC(=O)N/N=C/c2ccco2)c1C#N,-3.2,-11.6,i,-0.2,-3.7,0.1,3.5,8.9,-4.4
CCN(CC)S(=O)(=O)c1ccc(N2CCOCC2)c(NC(=O)COc2ccccc2C)c1,0.8,18.2,i,-0.3,0.9,-4.8,1.0,3.6,-6.6
O=C(O)c1ccc(Cl)c(S(=O)(=O)Nc2ccc3cn[nH]c3c2)c1,2.8,-1.6,i,-0.2,-0.4,7.1,-0.3,-4.0,9.9
O=C(NCCSSCCNC(=O)c1ccccc1)c1ccccc1,3.6,-6.4,i,-0.4,-7.3,-2.7,0.2,-6.8,36.4
CC(=O)NC(CC(=O)Nc1nc(-c2ccc(N(C)S(C)(=O)=O)cc2)cs1)c1ccccc1 (configuration not stated),-3.6,-2.0,i,-0.3,-1.1,-0.5,0.6,-0.5,-6.5
CSc1ccc(/C=N\NC(=O)CC(=O)NC(C)C)cc1,-0.7,0.3,i,-0.6,-3.0,5.9,1.5,4.4,4.0
Cc1ccc2c(c1)N(C(=O)CCC(=O)NCCCN1CCOCC1)CCO2,-0.8,-2.9,i,-0.1,-3.1,2.5,-0.4,-8.7,-10.3
O=S(=O)(c1ccc(=S)[nH]c1)N1CCCC1,-2.0,-0.5,i,-0.2,1.9,0.2,0.7,-7.0,29.7
CC(=O)n1cc([C@H]2C=C(C(=O)N3CCN(Cc4ccccc4)CC3)O[C@@H](OCCCCO)C2)c2ccccc21,-0.2,-0.5,i,-0.3,-1.6,2.1,·,-7.7,-17.1
CC1CN(S(=O)(=O)c2ccc(NC(=O)c3ccco3)cc2)CC(C)O1 (configuration not stated),2.0,-7.2,i,-0.2,-6.3,-0.8,0.7,-6.4,2.9
Cc1cccc(Cn2c(SCCN3CCCCC3)nc3c2c(=O)[nH]c(=O)n3C)c1,1.6,1.8,i,-0.8,-7.1,-3.5,0.2,-5.4,-19.0
CCCc1nnc(NC(=O)C(CC)OC(=O)c2cc(C)nc3ccccc23)s1 (configuration not stated),-1.1,-4.2,i,0.1,-1.5,-1.0,0.1,-2.6,8.8
O=C1OCCC1Sc1nc2ccccc2c(=O)n1-c1ccc(F)cc1 (configuration not stated),1.8,-5.1,i,-0.9,-7.8,-9.4,-0.2,0.3,2.6
COc1ccccc1Cc1c(-c2ccccc2)nc2ccc(Br)cn12,-9.4,7.8,i,0.3,-2.7,3.7,-0.3,-16.5,8.2
O=c1cc(O)c2sc(Nc3ccc(Cl)c(F)c3)nc2[nH]1,-0.2,2.2,i,0.2,0.2,14.8,2.0,-9.9,-46.7
CCCCCCCCN1C(=O)[C@H](CC(=O)NCc2ccc(C)o2)C[C@@]2(C(=O)OC)CC(C)(C)CC=C12,·,·,i,-0.2,·,-1.8,-1.3,·,·
C[n+]1ccn(CC(=O)c2ccc(Br)cc2)c1,5.0,-6.2,i,0.1,-3.4,3.2,-0.4,-4.1,-13.8
